High-throughput results (PubChem)
APJ agonist: activates the human apelin receptor APJ; CHO-K1 APJ PathHunter beta-arrestin, luminescence; 0% DMSO wells, 100% apelin; P35414; hit rate 0.11% among 330,000; activation, % at 20 µM;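 active = activation more than six SD over the plate average, tested at 20 µM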;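 note: 0% = DMSO alone and 100% = apelin-13 at 10 nM; some results filed as inactive read as strong as hits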
Target sequence (P35414 whole entry, looked up): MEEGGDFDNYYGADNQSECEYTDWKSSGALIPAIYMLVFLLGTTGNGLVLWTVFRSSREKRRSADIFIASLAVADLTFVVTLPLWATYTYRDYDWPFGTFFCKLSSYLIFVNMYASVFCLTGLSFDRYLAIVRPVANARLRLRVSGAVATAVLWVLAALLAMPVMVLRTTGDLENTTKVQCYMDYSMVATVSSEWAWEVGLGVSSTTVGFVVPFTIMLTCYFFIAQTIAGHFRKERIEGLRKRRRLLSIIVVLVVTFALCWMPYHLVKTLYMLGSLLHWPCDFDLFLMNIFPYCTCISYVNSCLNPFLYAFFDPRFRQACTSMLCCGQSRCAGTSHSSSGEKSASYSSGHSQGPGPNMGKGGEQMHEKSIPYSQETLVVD
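Assay system: CHO-K1 cells stably expressing ProLink-tagged human APJ and arrestin–beta-gal acceptor. Compound dosing: 20 µM single point, 1% DMSO. Times: 16-18 h seeding, 90 min dark compound exposure, 60 min detection. Detection: beta-gal luminescence. Evaluation: APJ–arrestin association signal. Controls: negative DMSO alone, positive Apelin-13 at 10 nM.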
EBI2 block: blocks human EBI2 receptor beta-arrestin signaling; inhibition, % at 5 µM; AID 651636; hit rate 0.81% among 360,000; EBI2 beta-arrestin recruitment, luminescence, 7a,25-OHC stimulated; in the data active = inhibition above about 38%;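 note: enzyme fragment complementation signal reports receptor beta-arrestin coupling in cells; 0% = agonist plus DMSO wells and 100% = wells without agonist; some results beyond the cut were filed as inactive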
CXCR6 block: CXCR6 (human) receptor inhibition | O00574 | CHO-K1 PathHunter CXCR6 beta-arrestin, luminescence | inhibition, % at 20 µM | hit rate 0.36% among 360,000 | AID 602244; in the data active = inhibition above about 34%, passing the limit was not always enough;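 note: antagonist mode with CXCL16 agonist at 10 nM final; 0% = 10 nM CXCL16 with DMSO and 100% = unstimulated wells without agonist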
Target sequence (O00574 whole entry, looked up): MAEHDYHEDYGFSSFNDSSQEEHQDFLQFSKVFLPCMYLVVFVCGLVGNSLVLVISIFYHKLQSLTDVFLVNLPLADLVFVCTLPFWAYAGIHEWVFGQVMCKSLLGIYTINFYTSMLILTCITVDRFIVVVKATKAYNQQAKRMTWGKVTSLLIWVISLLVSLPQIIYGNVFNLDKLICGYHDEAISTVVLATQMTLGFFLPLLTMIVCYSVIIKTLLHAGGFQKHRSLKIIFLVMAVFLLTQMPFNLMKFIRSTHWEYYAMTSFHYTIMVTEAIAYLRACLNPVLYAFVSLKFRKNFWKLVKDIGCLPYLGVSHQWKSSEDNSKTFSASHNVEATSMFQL
Gli-Sufu block: antagonists of Gli-Sufu signaling; Sufu-KO-LIGHT fibroblasts, Gli luciferase reporter luminescence; inhibition, % at 5 µM; hit rate 0.74% among 340,000; AID 588413;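 active = inhibition above about 55%, limit read from the data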;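 note: 0% = DMSO-treated cells and 100% = wells with medium but no cells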
ATG4B inhibitor: ATG4B (human) cysteine protease inhibition. Q9Y4P1. hit rate 0.51% among 340,000. inhibition, % at 8.33 µM. ATG4B cleavage of LC3-PLA2, NBD-HPC fluorescence, 1 h. AID 504462; in the data active = inhibition above about 40%
APJ antagonist: APJ receptor antagonism | CHO-K1 APJ beta-arrestin complementation, luminescence | inhibition, % at 20 µM | hit rate 0.32% among 330,000 | AID 2521;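 active = inhibition above about 40% at 20 µM, limit read from the data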;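 note: cells challenged with 10 nM apelin-13 agonist together with compound; plate controls were apelin-13 plus DMSO wells for no effect and DMSO wells lacking apelin-13 for full effect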
CCR6 antagonist: antagonists of human CCR6 receptor; P51684; CHO-K1 CCR6 PathHunter beta-arrestin, luminescence, CCL20-stimulated; inhibition, % at 20 µM; hit rate 0.49% among 340,000; AID 493098;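 active = compounds whose inhibition of the agonist-driven luminescence signal at 20 µM reaches about 50%, limit read from the data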;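 note: cells stimulated with CCL20 at 14 nM final; plate controls were DMSO with CCL20 for no effect and DMSO without agonist for full effect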
UBC13 inh: human UBC13 polyubiquitination inhibition | hit rate 0.47% among 330,000 | AID 485273 | UBC13 polyubiquitin chain formation, TR-FRET | inhibition, % at 20 µM; in the data active = inhibition above about 45%, passing the limit was not always enough
Target sequence (P61088 whole entry, looked up): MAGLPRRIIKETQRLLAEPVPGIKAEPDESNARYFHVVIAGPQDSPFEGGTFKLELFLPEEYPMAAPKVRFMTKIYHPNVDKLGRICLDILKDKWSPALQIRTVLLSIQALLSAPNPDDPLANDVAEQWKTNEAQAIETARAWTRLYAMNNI
Active calls of the source: *; nt = not tested or not shown.

no.	mol	APJ agonist	EBI2 block	CXCR6 block	Gli-Sufu block
1	CCC(C)c1c(O)nc(SCC(=O)c2ccccc2)[nH]c1=O (centres undefined)	-4	-31	-5	4
2	CCc1cc2cccc(C)c2nc1SCC(=O)N1CCN(C(=O)c2ccco2)CC1	-2	1	-5	3
3	Cc1nn(-c2ccccc2)c2c1C(c1cccs1)C(C#N)=C(N)O2 (centres undefined)	0	10	-6	16
4	CCN(C[C@H]1N[C@@](CC)(C(=O)OC)[C@H]2C(=O)N(Cc3ccccc3)C(=O)[C@@H]12)S(=O)(=O)c1ccc(OC(F)(F)F)cc1	-3	4	-4	25
5	O=C(N/N=C/c1ccc(O)cc1)c1cc(C23CC4CC(CC(C4)C2)C3)[nH]n1	-4	4	0	-4
6	CCCOc1ccc(CNC(=O)Cc2cccs2)cc1	0	-10	1	-36
7	CC(=O)c1ccc(S(=O)(=O)N2CCN(C(=O)c3ccc(-n4cncn4)c([N+](=O)[O-])c3)CC2)cc1	-2	-14	-5	-2
8	O=C(NC1CCCC1)c1ccc(CNc2c(N3CCOCC3)c(=O)c2=O)cc1	-3	-7	-1	4
9	COCCCNC(=O)CN(CCc1ccccc1)S(=O)(=O)c1ccc(C)cc1	1	3	-2	1
10	Cc1ccccc1N1CCN(C2=NC(=O)/C(=C\c3cccs3)S2)CC1	-5	10	8	-18
11	CCCCn1c(N)c(N(CC(C)C)C(=O)c2oc3ccc(OCC)cc3c2C)c(=O)[nH]c1=O	0	0	4	-34
12	CCN(CC)c1ccc(NC(=O)c2cc3c(OC)cccc3[nH]2)cc1	-1	-11	4	8
13	Cc1cc(C)c(C(=O)CSc2nnc(N)s2)cc1C	-7	-13	-9	-11
14	CCOc1ccc(C(=O)NC(=S)Nc2cccc(NC(=O)c3ccco3)c2)cc1[N+](=O)[O-]	0	4	28	7
15	CC(=O)Nc1ccc2nc(NC(=O)COc3ccccc3Cl)sc2c1	-2	-8	-4	-60

no.	ATG4B inhibitor	APJ antagonist	CCR6 antagonist	UBC13 inh
1	9	-6	-27	7
2	-1	13	-6	33
3	-9	4	7	-28
4	nt	8	0	6
5	-4	-16	-17	10
6	0	6	5	-3
7	-7	-9	-6	2
8	-3	-37	-1	3
9	-12	5	8	9
10	37	14	4	9
11	1	-4	10	2
12	0	-9	10	-12
13	-5	-10	2	-12
14	20	23	23	-11
15	-12	19	5	-5

The closing two records of the section before come first, to join the parts.
no.	mol	APJ agonist	EBI2 block	CXCR6 block	Gli-Sufu block
14	CCOc1ccc(C(=O)NC(=S)Nc2cccc(NC(=O)c3ccco3)c2)cc1[N+](=O)[O-]	0	4	28	7
15	CC(=O)Nc1ccc2nc(NC(=O)COc3ccccc3Cl)sc2c1	-2	-8	-4	-60
16	CCNS(=O)(=O)c1ccc(CCC(=O)NCCc2ccc(OC)cc2)cc1	-4	-5	2	-4
17	Cc1ccc(-c2csc(NC(=O)CN3CCOCC3)n2)cc1C	-2	-8	5	-3
18	CC(=O)CSc1ccc(C(=O)O)cn1	-4	-15	4	-1
19	CCCC(=O)Nc1nnc(/C=C/c2ccccc2)s1	-5	11	1	-36
20	O=c1n(Cc2ccccc2)c2cc(Cl)cnc2n1Cc1ccccc1	-3	71*	8	0
21	N#CCSc1nnc(CNc2cccc(Cl)c2)o1	-3	-13	-12	1
22	C=CCOc1ccc(C(=O)n2cc(C(=O)OC)c3ccccc32)cc1	-1	-5	0	-2
23	O=C(Nc1ccc(F)cc1F)C1CCN(C(=O)c2ccc(Br)cc2)CC1	-4	14	2	-4
24	CC(NC(=O)CC(c1ccccc1)c1cc(Cl)ccc1O)c1ccccc1 (centres undefined)	nt	13	-2	15
25	Cc1cccc(Nc2nc(N)c([N+](=O)[O-])c(NCCO)n2)c1	3	-9	3	6
26	S=C(NC1CCCCC1)NN(c1ccccc1)c1ccccc1	-4	7	17	1
27	CCC(C)NCCOc1ccc(C(C)(C)c2ccccc2)cc1 (centres undefined)	-1	-1	-5	0
28	COc1ccc(CNC(=O)c2sc3nc4c(c(C(F)(F)F)c3c2N)CCC4)cc1OC	-4	-5	-2	1
29	CCOC(=O)N1CCN(C(=O)c2oc3ccc(S(=O)(=O)N4CCCCC4)cc3c2C)CC1	-1	-8	-14	7
30	CCCOc1ccc(C2C(C(=O)OC)=CN(CCOC)C=C2C(=O)OC)cc1	-5	0	3	0

no.	ATG4B inhibitor	APJ antagonist	CCR6 antagonist	UBC13 inh
14	20	23	23	-11
15	-12	19	5	-5
16	-10	4	4	4
17	-9	-24	-2	-6
18	-6	6	20	7
19	3	-5	14	6
20	6	29	19	8
21	-8	-9	-2	6
22	-1	-7	15	-19
23	2	9	9	2
24	-18	nt	10	nt
25	-8	16	4	-2
26	-5	10	32	-9
27	4	25	16	5
28	-9	13	8	15
29	-2	34	-5	10
30	-16	-17	-1	16

Further structures follow:
no.	mol	APJ agonist	EBI2 block	CXCR6 block	Gli-Sufu block
31	O=c1nc(/C=C/c2cccn2-c2ccc([N+](=O)[O-])cc2)cc(C(F)(F)F)[nH]1	-1	-6	-4	8
32	COc1ccc(C2CC(c3ccc(OC)cc3O)=NN2C(=O)c2ccccc2)cc1 (centres undefined)	-6	16	20	11
33	Cc1ccc(NC(=O)COC(=O)Cc2ccccc2)cc1S(=O)(=O)N1CCOCC1	0	-2	-9	2
34	Cc1cc(Br)ccc1S(=O)(=O)n1ccnc1C	-1	4	1	-1
35	COc1ccc(NC(=S)NC(=O)Cc2ccccc2)c(OC)c1	-3	11	5	8
36	CCOc1ccc(Br)cc1CNCc1cccnc1	-1	0	5	nt
37	CC(C)c1ccc(NS(=O)(=O)c2cn(C)c(=O)n(C)c2=O)cc1	2	-1	-6	5
38	Fc1ccccc1/C=C1\CCCC2=C1NC(=S)NC2c1ccccc1F (centres undefined)	-5	3	-10	18
39	COc1ccc(C(=O)OCc2csc(C)n2)c(O)c1	-3	0	-4	-30
40	Nc1ccc(Cl)c[n+]1Cc1cccc2cccnc12	-1	17	0	10
41	CSc1ccccc1NC(=O)c1ccc(Cl)s1	0	0	7	-3
42	CN(C)c1ccc(NC(=O)c2cc3c(=O)n4ccccc4nc3n2C)cc1	12	4	-1	-22
43	CCc1nc(SCC(=O)Nc2ccc(N(C)C)cc2)c2ccccc2n1	-1	10	-1	5
44	CNC(=O)COC(=O)c1cc2c(C)nn(-c3ccc(F)cc3)c2s1	-1	-4	-2	5
45	Cc1nc(-c2ccc(S(=O)(=O)NCC3CCN(C(=O)OC(C)(C)C)CC3)s2)cs1	0	19	0	-4

no.	ATG4B inhibitor	APJ antagonist	CCR6 antagonist	UBC13 inh
31	20	-12	15	-21
32	5	20	19	20
33	-11	1	-2	7
34	2	-7	-3	6
35	4	1	5	6
36	-3	2	2	0
37	4	7	-3	-2
38	17	25	10	-1
39	-4	8	7	-4
40	3	1	4	-19
41	10	-15	0	-9
42	5	-14	-11	-7
43	-2	-9	9	-9
44	-8	3	-4	13
45	-10	0	0	2

Next part:
no.	mol	APJ agonist	EBI2 block	CXCR6 block	Gli-Sufu block
46	O=C(c1ccc(Oc2ccc([N+](=O)[O-])cc2)cc1)N1CCCCCC1	2	3	-14	41
47	C=CCn1c(Oc2ccc(C(=O)OC)cc2)nc2c1c(=O)n(C)c(=O)n2C	-2	4	5	1
48	O=C(NCc1ccon1)C1CCC(=O)N(CCc2ccc(Cl)cc2)C1 (centres undefined)	-3	-2	0	-18
49	Cc1onc(-c2c(Cl)cccc2Cl)c1NC(=O)NNc1ccccc1	-3	-1	6	47
50	CCOC(=O)c1cnc(SCC(=O)Nc2cc(OC)ccc2OC)nc1N	-2	6	-4	40
51	Cc1cc(F)ccc1S(=O)(=O)N1CCCCC1CCNC(=O)C(=O)NCCN1CCOCC1 (centres undefined)	-3	-4	-3	9
52	CCN(c1ccccc1)S(=O)(=O)c1ccc(C(C(=O)OC)C(=O)OC)c([N+](=O)[O-])c1	-3	14	8	6
53	Cc1nnc(OC(C)C)c2nn(-c3ccccc3F)c(C)c12	-4	-5	-4	28
54	O=C(Cn1nnc(-c2cccs2)n1)N1CCc2ccccc2C1	1	13	-1	-3
55	CCOC(=O)c1cn2nc(Oc3ccc(NC(C)=O)cc3)ccc2n1	-5	-2	7	-1
56	Cc1ccc(CNC(=O)c2cc(S(=O)(=O)N3CCCCC3)ccc2N2CCOCC2)cc1	-2	-2	-3	2
57	CCOC(=O)N1CCN(C(=O)c2c(O)c3cccc4c3n(c2=O)CC4)CC1	-2	-8	11	6
58	COc1ccc(OC)c(-c2nnc3n2N=C(c2ccc(OC)c(OC4CCCC4)c2)CS3)c1	4	11	6	51
59	O=C(N/N=C/c1cccc(Oc2ccccc2)c1)c1cccc(O)c1	3	-8	-12	-44
60	CCCCCN1CC(=O)N2[C@@H](Cc3c([nH]c4ccccc34)C2(C)C)C1=O	-4	15	9	-4

no.	ATG4B inhibitor	APJ antagonist	CCR6 antagonist	UBC13 inh
46	7	9	29	1
47	-3	-19	-22	-13
48	28	0	10	-4
49	1	-12	-2	-5
50	-16	4	-10	2
51	-9	-39	2	2
52	-2	2	20	6
53	8	4	-11	-7
54	0	15	1	-6
55	5	-11	1	0
56	-4	-3	16	7
57	-5	-45	-23	3
58	-15	4	9	28
59	-13	-24	14	4
60	-5	2	6	0

New compounds follow:
no.	mol	APJ agonist	EBI2 block	CXCR6 block	Gli-Sufu block
61	CC(C)C[C@H](NC(=O)OC(C)(C)C)C(=O)N[C@@H](CO)[C@H](O)[C@@H]1C[C@@H]1C(=O)NC1CC1	-3	2	-8	3
62	O=C(O)C1CCN(c2ccc(Cl)nn2)CC1	-3	-13	-5	-9
63	O=c1[nH]c2ccc(Cl)cc2c(-c2ccccc2)c1[N+](=O)[O-]	-3	-1	4	5
64	CCC(c1nnnn1C(C)C)N1CCN(C2CCCC2)CC1 (centres undefined)	-5	0	-4	-3
65	COC(=O)c1cc(Br)c(N)cc1OC	-3	-10	-1	-18
66	N#Cc1cccc(N=c2ssnc2Cl)c1	-2	nt	nt	4
67	CC(Cc1ccccc1)C(=O)NCc1ccccn1 (centres undefined)	-6	16	1	-8
68	CC(=O)c1cccc(NC(=O)CCNS(=O)(=O)c2cccc3nonc23)c1	-2	-5	1	-11

no.	ATG4B inhibitor	APJ antagonist	CCR6 antagonist	UBC13 inh
61	2	5	2	7
62	0	11	5	-10
63	9	15	0	-1
64	1	14	19	3
65	4	-7	-4	12
66	2	-12	10	-5
67	-11	7	1	-2
68	-2	-29	8	-6

Ordered by molecular weight (lowest first): part of the list above
no.	mol	APJ agonist	EBI2 block	CXCR6 block	Gli-Sufu block
65	COC(=O)c1cc(Br)c(N)cc1OC	-3	-10	-1	-18
17	Cc1ccc(-c2csc(NC(=O)CN3CCOCC3)n2)cc1C	-2	-8	5	-3
32	COc1ccc(C2CC(c3ccc(OC)cc3O)=NN2C(=O)c2ccccc2)cc1 (centres undefined)	-6	16	20	11
33	Cc1ccc(NC(=O)COC(=O)Cc2ccccc2)cc1S(=O)(=O)N1CCOCC1	0	-2	-9	2
52	CCN(c1ccccc1)S(=O)(=O)c1ccc(C(C(=O)OC)C(=O)OC)c([N+](=O)[O-])c1	-3	14	8	6
11	CCCCn1c(N)c(N(CC(C)C)C(=O)c2oc3ccc(OCC)cc3c2C)c(=O)[nH]c1=O	0	0	4	-34

no.	ATG4B inhibitor	APJ antagonist	CCR6 antagonist	UBC13 inh
65	4	-7	-4	12
17	-9	-24	-2	-6
32	5	20	19	20
33	-11	1	-2	7
52	-2	2	20	6
11	1	-4	10	2
